# proCasp7 act: counter-screen: procaspase-7 (human) activation; activation, % at 8.5 µM; P55210; recombinant procaspase-7, Ac-DEVD-pNA absorbance 405 nm; D23A/D198A/D206A triple mutant, cannot self-cleave; scale: DMSO 0, 5 µM enzyme 100; hit rate 0.093% among 330,000;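 active means percent activation above the screen-wide mean plus 3 SD, cut at about 25% in these data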
# Target sequence (P55210 whole entry D23A/D198A/D206A): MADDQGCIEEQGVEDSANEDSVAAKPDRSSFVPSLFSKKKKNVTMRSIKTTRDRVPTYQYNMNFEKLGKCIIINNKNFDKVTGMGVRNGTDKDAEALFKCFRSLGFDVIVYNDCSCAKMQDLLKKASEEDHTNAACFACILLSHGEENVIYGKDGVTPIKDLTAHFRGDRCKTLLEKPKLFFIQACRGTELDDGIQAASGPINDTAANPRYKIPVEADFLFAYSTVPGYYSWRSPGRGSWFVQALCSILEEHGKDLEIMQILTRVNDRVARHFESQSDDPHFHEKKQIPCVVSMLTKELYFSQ
#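 buffer or medium = Zinc-free HEPES/NaCl buffer, pH 7.4 | material = Procaspase-7 triple mutant (PC-7 D3A) | input = 2 µM procaspase-7 mutant as dispensed | signal = Epi-absorbance of released pNA at 405 nm, two timepoints | timing = 1 h preincubation, 2 h reaction | replicates = singlicate compound testing | evaluation = % activation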
# LAP4-GFP MLPCN: alters LAP4-GFP fluorescence in TOR pathway yeast screen; hit rate 0.34% among 320,000; GFP response vs DMSO, % at 10 µM; S. cerevisiae LAP4-GFP multiplex, flow cytometry GFP, 3 h; median GFP as percent of DMSO wells;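 active means GFP response vs DMSO above a set limit, about the screen mean plus 3 SD, cut at about 150% in these data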
# procasp3 activ: activators of human procaspase-3. P42574. recombinant procaspase-3 D3A, Ac-DEVD-pNA absorbance 405 nm. activation, % at 8.5 µM. hit rate 0.11% among 330,000;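 active means activation above the mean of all tested compounds plus 3 SD, cut at about 21% in these data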;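 further: 0% = DMSO alone and 100% = DMSO wells spiked with extra 5 µM PC-3 D3A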
# Target sequence (P42574 whole entry D9A/D28A/D175A): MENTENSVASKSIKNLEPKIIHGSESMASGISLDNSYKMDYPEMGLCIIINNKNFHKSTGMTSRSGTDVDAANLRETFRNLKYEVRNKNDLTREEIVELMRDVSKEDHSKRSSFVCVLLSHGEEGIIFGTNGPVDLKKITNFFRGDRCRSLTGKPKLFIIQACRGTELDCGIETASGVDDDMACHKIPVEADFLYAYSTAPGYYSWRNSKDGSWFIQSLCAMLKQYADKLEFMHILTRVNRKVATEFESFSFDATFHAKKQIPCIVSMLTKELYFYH
#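 Assay system – Procaspase-3 D3A mutant · Benchmarks – DMSO low control, extra-enzyme high control · Technique – 405 nm absorbance of p-nitroaniline, reads at 0 and 120 min · Doses – 8.5 µM nominal · Measure – % activation between DMSO and enzyme-spiked controls · Also added – Ac-DEVD-pNA chromogenic peptide substrate · Schedule – 1 h compound preincubation, 2 h substrate hydrolysis at 25 °C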
# JMJD2C inh: human JMJD2C demethylase inhibition; AID 2099; hit rate 0.069% among 330,000; inhibition, % at 2.35 µM; Q9H3R0; GST-JMJD2C(1-420) H3K9me3 demethylation, DELFIA europium;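 active means more than half of a compound's replicate wells show inhibition beyond 50%, single wells judged on their own value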;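 further: signal counts dimethyl H3K9 product captured on neutravidin plate; 0% = median of DMSO wells and 100% = 0.3 times that DMSO median; strong numbers were not always called active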
# Target sequence (Q9H3R0 1-420 limits assumed): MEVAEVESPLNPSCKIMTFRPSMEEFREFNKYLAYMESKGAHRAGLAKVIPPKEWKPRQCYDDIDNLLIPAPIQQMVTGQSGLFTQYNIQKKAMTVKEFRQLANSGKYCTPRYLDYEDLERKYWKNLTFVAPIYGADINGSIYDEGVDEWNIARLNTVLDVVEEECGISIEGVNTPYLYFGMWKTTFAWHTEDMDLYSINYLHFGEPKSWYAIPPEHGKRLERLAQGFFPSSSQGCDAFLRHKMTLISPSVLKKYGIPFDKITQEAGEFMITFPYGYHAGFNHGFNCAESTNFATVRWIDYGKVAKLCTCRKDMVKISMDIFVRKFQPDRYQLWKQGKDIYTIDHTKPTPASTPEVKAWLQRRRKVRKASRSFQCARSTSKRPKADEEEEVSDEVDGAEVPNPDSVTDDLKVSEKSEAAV
# AHR act: activators of human aryl hydrocarbon receptor; P35869; AHR-responsive luciferase reporter cells, luminescence; activation, % at 5 µM; hit rate 2.5% among 320,000; in the data active means activation above about 47%;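 further: 0% = vehicle wells and 100% = reference agonist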
# RPL19A-GFP yeast: yeast TOR pathway RPL19A-GFP modulation | percent response vs DMSO, % at 10 µM | hit rate 0.3% among 330,000 | AID 2025 | S. cerevisiae RPL19A-GFP strain, flow cytometry, 3 h; stronger effect = lower value;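 active means percent response vs DMSO below 50%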;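 further: median channel GFP fluorescence of the barcoded RPL19A-GFP strain; ratio of sample median GFP to plate DMSO average so 100% = DMSO; lower means less RPL19A-GFP as with rapamycin TOR inhibition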
# CR mimetic SO: yeast age-related superoxide inhibition as caloric restriction mimetic; S. cerevisiae aged cells, superoxide DHE fluorescence; stronger effect = lower value; superoxide response (% of plate mean), % at 10 µM; hit rate 0.18% among 330,000;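 active means superoxide response under a set limit, about three screen SD below normal, cut at about 65% in these data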;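 further: yeast aged for seven days with compound at 30 °C before DHE staining; 100% = average MFI of all compound-treated wells on the plate with controls excluded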
# MEP2 TOR yeast: modulators of TOR pathway MEP2-GFP in S. cerevisiae; S. cerevisiae MEP2-GFP strain, flow cytometry GFP, 3 h; 100% = DMSO control level; GFP response vs DMSO, % at 10 µM; hit rate 0.51% among 330,000; AID 2016;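 active means GFP response versus DMSO above a set limit, roughly screen mean plus 3 SD, cut at about 180% in these data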;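 further: median GFP fluorescence of the barcode-gated MEP2-GFP cells per well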
# The depositor's hits bear a star; nt = no result given; & = joins results of further samples.
SMILES,proCasp7 act,LAP4-GFP MLPCN,procasp3 activ,JMJD2C inh,AHR act,RPL19A-GFP yeast,CR mimetic SO,MEP2 TOR yeast
CC1=CS/C(=C(/C#N)C(=O)N2CCOCC2)N1c1ccccc1,-15.2,96.5,-4.9,-7.7,-0.5,97.6,94.0,98.0
Cc1[nH]n(-c2ccc(F)cc2)c(=O)c1/C=N/c1sc2c(c1C#N)CCCC2,9.2,102.7,1.6,-1.2,19.8,101.0,94.6,103.8
Cc1c(-c2ccccc2)c(=O)oc2cc(O)ccc12,24.9,101.0,16.4,4.8,0.8,99.9,84.0,111.7
O=C(NCc1nnc(SCC(=O)N2CCCCC2)o1)c1ccc(F)cc1,1.4,84.2,5.3,-3.1,1.1,101.2,89.2,92.6
Cc1cccc(-n2c(SCC(N)=O)nnc2-c2ccco2)c1,-0.1,93.9,-3.7,-5.4,3.5,101.0,92.5,112.6
COCCN(C(=O)Cc1cccs1)C(C(=O)NCc1ccc(OC)cc1)c1ccc(C)cc1 (stereo unspecified),-10.1,93.0,-4.2,2.6,0.1,94.3,99.9,95.3
COc1ccc(C(c2sc3nc(C)nn3c2O)N2CC(C)OC(C)C2)cc1OC (stereo unspecified),3.7,106.9,-0.1,2.7,1.3,99.8,97.7,103.3
CSCCC(NC(=O)c1cc(C)oc1C)C(=O)O (stereo unspecified),2.5,98.9,3.7,10.2,-1.0,96.8,86.7,98.0
COc1ccc(CCNC(=O)c2nnn(-c3ccc4c(c3)OCCO4)c2N)cc1OC,1.9,107.8,1.7,1.6,10.3,103.6,109.2,98.0
Cc1ccc(S(=O)(=O)N2CCC(C(=O)N[C@@H](C)C(=O)Nc3ccc4c(c3)OCO4)CC2)cc1,2.8,106.1,-6.0,4.0,7.9,103.4,116.0,104.3
CC(=O)C1C(c2ccc(O)cc2)NC(=O)NC1(O)C(F)(F)F (stereo unspecified),5.0,97.4,15.5,1.6&5.7,-2.7,100.9,96.3,95.1
COc1ccc(-n2c(Cc3cccn3C)nnc2SCC(=O)Nc2ccccc2F)cc1,-5.8,102.9,1.8,5.2,-0.8,99.3,102.8,103.9
O=C(O)c1ccccc1Nc1cccc(C(F)(F)F)c1,1.5,96.7,8.8,-1.2,0.3,107.7,120.9,109.2
OC1(c2ccc(Cl)cc2)CCN(Cc2c[nH]c3ccccc23)CC1,-7.8,108.4,0.3,7.2,3.8,104.0,104.1,99.2
O=C(CSCC(=O)OCn1nnc2ccccc2c1=O)Nc1ccc(Cl)cc1,-9.3,104.3,1.6,-31.7,-2.9,98.6,91.3,100.3
Cc1sccc1C1C(C#N)=C(N)SC(N)=C1C#N,-20.7,95.3,-22.2,0.1,10.3,98.9,87.7,105.1
Cn1c(=O)cc(OCC(=O)NCc2cccnc2)c2ccccc21,-2.9,77.7,7.3,4.1,14.9,97.8,97.4,93.8
CCn1ncc([N+](=O)[O-])c1C(=O)Nc1ccc(C(=O)N2CCCCC2)cc1,11.2,107.5,-6.7,11.5,-0.5,100.7,85.4,98.2
O=C(CSc1ccccc1)N[C@@H](Cc1ccccc1)C(=O)O,7.2,nt,3.8,4.2,0.2,nt,nt,nt
COc1cc(-c2noc(C)c2C(=O)NCCCN2CCOCC2)cc(OC)c1OC,-10.3,93.2,-4.1,0.2,1.0,90.3,83.2,94.1
COc1ccc(CNC(=O)C/C(C)=N/NC(=O)COc2ccc(C)cc2Br)cc1,7.0,100.2,7.5,11.5,8.0,95.5,117.0,93.5
O=C(CSc1nnc(Nc2ccccc2)s1)NC1CCS(=O)(=O)C1 (stereo unspecified),8.2,91.7,5.4,1.4,1.6,103.6,105.5,101.0
COc1cc(NC(=O)CNc2ccc(Cl)c(S(=O)(=O)N3CCOCC3)c2)cc(OC)c1,-2.7,101.5,11.3,-1.4,8.7,102.1,86.0,102.2
O=C(CCN1C(=O)c2ccccc2S1(=O)=O)Nc1ccc(F)c([N+](=O)[O-])c1,11.9,97.2,-5.5,-5.7,-3.1,87.6,115.2,90.5
Cc1ccc2c(c1)N(C(=O)CCC(=O)N1CCC(C(N)=O)CC1)CCO2,2.1,98.0,3.1,2.4,-1.5,101.2,131.1,98.5
# Later entries
SMILES,proCasp7 act,LAP4-GFP MLPCN,procasp3 activ,JMJD2C inh,AHR act,RPL19A-GFP yeast,CR mimetic SO,MEP2 TOR yeast
CCN(CC)CCCN=C(N)N,1.0,101.4,0.2,8.3,0.1,97.0,105.6,97.4
Nc1nc(N)c(Cc2ccc(Cl)cc2Cl)c(N)n1,5.7,98.0,-2.4,5.2,-0.2,96.5,94.6,96.2
Cc1cc(C)n2nc(C(=O)Nc3cccc(S(=O)(=O)N4CCCC4)c3)nc2n1,0.1,100.2,-1.4,5.0,1.3,102.0,96.5,101.5
CCCCCn1c(N)c(-c2nc3ccccc3o2)c2c([N+](=O)[O-])nn(C)c(=O)c21,-0.7,95.1,-2.7,-6.4,2.9,94.0,101.7,96.0
Cc1ccccc1COc1ccc2oc(C)c(C(=O)O)c2c1,11.4,100.7,3.0,-1.3,-0.7,97.0,100.9,103.5
CC(C)Cn1c(N)c(C(=O)COC(=O)c2cc(F)cc(F)c2)c(=O)n(C)c1=O,6.8,103.5,7.7,-12.5,-0.9,96.9,98.7,100.7
Cc1ccc(NC(=O)Cc2nn(C)c(=O)c3ccccc23)cc1F,-0.3,92.8,11.4,-1.1,9.7,95.1,98.4,96.1
CC(C)(C)OC(=O)C[C@H]1C/C=C\C[C@@H](CC(=O)N(CCO)Cc2ccccc2)C(=O)N[C@@H](c2ccccc2)COC1=O,-7.2,110.5,4.1,0.1,-2.7,96.6,92.8,100.0
COc1ccc(C(=O)NC(=S)N2CCNC(=O)C2)cc1Br,-9.7,104.5,-13.7,-0.1,2.5,96.2,89.2,96.6
O=C1C(=C(c2ccccc2)c2ccccc2)Nc2ccccc21,-9.3,114.8,-3.2,-4.6,13.6,100.2,68.9,100.0
CCOc1ccc(C(=O)Nc2ccc3c(c2)OCO3)cc1OCC,3.4,106.8,-5.6,0.1,15.7,98.8,118.5,100.4
CCOC(=O)c1ccc(NC(=O)Cn2cccc2)cc1,4.8,103.7,5.5,-1.3,5.8,100.4,95.4,101.5
CCCOc1ccc(C(C)=O)cc1CN1CCOCC1,2.3,87.5,7.4,73.7,-3.8,101.5,103.5,100.7
COc1ccc(C(=O)N/C(=C/c2cccnc2)C(=O)N2CCOCC2)cc1OC,7.4,107.7,-9.5,5.9,-1.1,95.8,106.4,102.8
COc1cc(/C=C(\C#N)C(=O)NCCc2ccccc2)cc(OC)c1O,-32.0,97.9,-16.5,6.5,3.0,98.1,94.7,103.8
CC(C)C(=O)NC(NC(=S)NC1CCS(=O)(=O)C1)C(Cl)(Cl)Cl (stereo unspecified),-3.1,102.2,-7.5,1.6,4.8,99.4,88.2,103.6
COc1ccc(C(Nc2ccccn2)c2c(NC(=O)c3ccco3)sc(C)c2C)cc1 (stereo unspecified),12.4,91.1,2.5,10.8,17.5,104.2,91.0,109.5
CCOc1ccc2c(c1)C(N(CCN1CCOCC1)C(=O)Nc1ccc(OC)cc1OC)CC(C)(C)O2 (stereo unspecified),-5.1,109.3,-5.8,4.4,-0.2,96.4,93.8,101.6
Cc1cccc(NC(=O)c2cccnc2)c1C,2.6,95.3,1.9,1.6,0.5,98.0,83.4,107.2
CCOc1ccc(NC(=O)C2CC(=O)N(CCc3ccc(OC)c(OC)c3)C2)cc1OCC (stereo unspecified),-8.4,95.7,-2.3,nt,3.4,96.4,108.0,101.3
CCc1ccc(C2=CC(c3cc(Br)ccc3F)n3ncnc3N2)cc1 (stereo unspecified),-4.0,106.0,-1.8,-13.1,11.0,104.1,171.9,111.3
CN(C(=O)c1cc2c(s1)-c1ccccc1S(=O)(=O)C2)c1ccccc1,4.3,117.2,0.1,-3.4,6.7,98.0,104.8,95.8
CCCCN(C)C(=O)c1cc2c(s1)-c1ccccc1S(=O)(=O)C2,3.8,111.5,-2.2,-3.4,15.6,99.1,98.6,94.8
CCn1c(COc2cc(C)ccc2C(C)C)nnc1SCC(=O)Nc1nccs1,2.5,95.8,1.2,-5.0,0.2,106.8,95.7,102.2
Cc1cc(/C=N/NC(=O)c2nn(C)cc2Cl)c(C)n1-c1cccc(Br)c1,-1.2,96.2,6.8,0.2,5.4,100.4,101.6,87.0

# Structures listed so far that have a nitro group on carbon (three):
SMILES,proCasp7 act,LAP4-GFP MLPCN,procasp3 activ,JMJD2C inh,AHR act,RPL19A-GFP yeast,CR mimetic SO,MEP2 TOR yeast
CCn1ncc([N+](=O)[O-])c1C(=O)Nc1ccc(C(=O)N2CCCCC2)cc1,11.2,107.5,-6.7,11.5,-0.5,100.7,85.4,98.2
O=C(CCN1C(=O)c2ccccc2S1(=O)=O)Nc1ccc(F)c([N+](=O)[O-])c1,11.9,97.2,-5.5,-5.7,-3.1,87.6,115.2,90.5
CCCCCn1c(N)c(-c2nc3ccccc3o2)c2c([N+](=O)[O-])nn(C)c(=O)c21,-0.7,95.1,-2.7,-6.4,2.9,94.0,101.7,96.0

# Next section.
SMILES,proCasp7 act,LAP4-GFP MLPCN,procasp3 activ,JMJD2C inh,AHR act,RPL19A-GFP yeast,CR mimetic SO,MEP2 TOR yeast
CN1CCC(=NNC(=O)C(=O)NC2CCCC2)CC1,10.7,92.8,-0.9,-2.8,2.5,90.4,136.4,95.3
O=C(Nc1ccc2c(c1)OCO2)N1CCN(c2ncc(C(F)(F)F)cc2Cl)CC1,-21.1,109.3,-11.8,5.6,-3.8,97.9,86.1,110.6
CCOC(=O)C1CCCN(S(=O)(=O)c2ccc3c4c(cccc24)C(=O)N3CC)C1 (stereo unspecified),5.2,113.3,1.2,6.1,-1.5,107.3,92.0,113.9
Cc1cc(C)c(S(=O)(=O)Nc2cccnc2)c(C)c1,-5.1,96.9,5.0,-10.5,5.6,98.6,102.0,103.1
CCC(C)NC(=O)C1CCCN(C(=O)NC2CCCCC2)C1 (stereo unspecified),10.3,102.9,1.6,-2.4,2.5,102.0,94.9,105.4
COc1ccc(C(CNC(=O)c2cc(=O)[nH]c3ccccc23)N2CCCC2)cc1 (stereo unspecified),10.6,96.2,9.1,11.3,1.6,98.2,96.1,99.4
CC(OC(=O)c1ccc2c(=O)n3c(nc2c1)CCCCC3)C(=O)Nc1ccc(Cl)cn1 (stereo unspecified),-1.0,96.9,4.6,-6.5,8.5,103.9,115.7,100.2
CC(C)Oc1cc(NC(=O)CSCC(=O)Nc2cccc(C(F)(F)F)c2)c(Cl)cc1Cl,-2.3,95.7,3.6,152.7,0.8,100.0,99.3,103.3
c1ccc2[nH]c(-c3ccncc3)nc2c1,6.1,88.9,5.7,-7.8,26.4,99.6,96.6,94.2
CCOc1ccc2[nH]c(=O)c(CN(CC3COCCO3)C(=O)c3ccco3)cc2c1 (stereo unspecified),2.5,99.8,8.2,35.9,1.5,102.2,105.8,102.6
CN1CCN(C2=Cc3cc(Cl)ccc3Sc3cc(F)ccc32)CC1,0.9,95.4,-4.3,-7.7,1.2,95.2,59.9*,106.9
CCCn1c(=N)c(S(=O)(=O)c2ccccc2)cc2c(=O)n3cccc(C)c3nc21,-20.9,81.1,-13.0,-16.8,-2.5,91.8,100.7,95.7
O=C(CNC(=O)C1CCCCC1)OC(C(=O)c1ccccc1)c1ccccc1 (stereo unspecified),-3.6,97.6,-1.9,2.7,-2.3,93.8,105.2,95.0
COc1ccc(N2CCN(C(=O)c3oc4ccccc4c3C)CC2)cc1,-1.4,99.1,6.8,-4.5,4.3,97.1,76.0,93.0

# Assay outcomes: PubChem, several laboratories
